Compound activity (PubChem)
HIF act = HIF pathway transcriptional activators, primary screen, cell-based, U2OS HRE-luciferase, luminescence; U2OS HRE-luciferase reporter; normalized: DMSO 0%, desferrioxamine 100%; activation, % at 7.5 µM (by protocol); 300,000 compounds, 0.32% hits;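 active = mean activation of at least 10% of the iron chelator positive control signal, with at least half of replicates also reaching 10%; inconclusive = mean and replicate majority disagree about reaching 10%; inactive = mean and most replicates under 10%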
GSK3beta inhib = human GSK3beta kinase inhibitors, primary screen, biochemical, cell-free homogeneous, HTS; Glycogen synthase kinase-3 beta (Homo sapiens), P49841; GST-GSK3beta kinase, ADP-Glo luminescence, 60 min; hits give low values; activity score (negative = inhibition), % at 10 µM; 300,000 compounds, 0.038% hits; AID 2097, 2009;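 active = more than half of replicate wells score below -50%, meaning over 50% inhibition versus plate controls; inconclusive = some replicates but at most half score below -50%; inactive = no replicate scores below -50%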;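 note: 0% = median DMSO wells and -100% = median GW8510 positive control wells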
Target sequence (P49841 whole entry, looked up): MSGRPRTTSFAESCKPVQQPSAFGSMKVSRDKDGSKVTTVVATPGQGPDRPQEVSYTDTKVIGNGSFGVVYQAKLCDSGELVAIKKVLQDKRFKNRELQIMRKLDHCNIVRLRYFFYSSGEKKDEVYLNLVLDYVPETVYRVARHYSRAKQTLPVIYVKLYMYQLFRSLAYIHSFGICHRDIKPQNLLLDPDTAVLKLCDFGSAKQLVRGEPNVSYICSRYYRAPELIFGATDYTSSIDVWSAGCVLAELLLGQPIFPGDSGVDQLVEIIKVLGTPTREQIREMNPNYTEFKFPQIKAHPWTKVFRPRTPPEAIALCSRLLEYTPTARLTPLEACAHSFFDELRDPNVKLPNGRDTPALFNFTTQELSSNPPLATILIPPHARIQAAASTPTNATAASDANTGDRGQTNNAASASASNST
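Assay system: GST-fused GSK3beta enzyme, cell-free / Medium: Tris pH 7.5 buffer with MgCl2, DTT, BSA, heparin / Also added: peptide substrate plus 25 µM ATP (final) / Compound: 10 µM single point / Timing: kinase reaction with compound 60 min at room temperature / Detection: ADP-Glo luminescence / Benchmarks: DMSO neutral wells and GW8510 at 20 µM as positive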
KLF5 inh = KLF5 expression inhibitors, primary screen, DLD-1 cells, luminescence; DLD-1 KLF5 promoter-luciferase reporter; inhibition, % at 5 µM; 290,000 compounds, 0.23% hits; AID 1700, 2009;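 active = inhibition above a per-plate limit of that plate's mean compound inhibition plus 3 SD, cut at about 60% in these data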;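 note: 0% = DMSO wells and 100% = LY294002 at 200 µM; higher means less KLF5 promoter-driven luciferase light; inactives centre near -14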
IEC-6 tox = cytotoxicity in IEC-6 intestinal epithelial cells, primary screen, cytotoxicity control for KLF5 inhibitor project, cell-based, luminescence. IEC-6 cytotoxicity, luminescence viability. inhibition, % at 5 µM. 290,000 compounds, 0.78% hits; in the data active = inhibition above about 22%;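 note: 0% = plate median of test compound wells and 100% = cytotoxic reference compound wells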
HSF1 inh = HSF1 inhibitors in luciferase reporter cells, primary screen, cell-based, NIH3T3, luminescence; activity change, negative = inhibition, % at 7.5 µM (by protocol); NIH3T3-HGL HSE-luciferase, MG132-induced, luminescence 8 h; hits give low values; 300,000 compounds, 0.77% hits;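 active = more than half of replicate wells show activity change below -50%, luminescence cut by over half; inconclusive = some wells, but at most half, below -50%; inactive = no replicate well below -50%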;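 note: luciferase reports HSF-1 transcriptional activity via heat shock element; 0% = median of DMSO wells and -100% = zero luminescence signal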
GSK3 alpha inh = blockers of GSK3A enzyme activity – biochemical, luminescence, cell-free homogeneous, HTS, primary screen | GSK-3 alpha kinase, ADP-Glo luminescence, 60 min | inhibition, % at 10 µM | 320,000 compounds, 0.1% hits | AID 2650, 2010;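 in the data active = inhibition above about 50%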;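 note: GST-tagged GSK-3 alpha with peptide substrate and 25 µM ATP; 0% = DMSO neutral wells and 100% = GW8510 positive control wells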
Target sequence (P49840 whole entry, looked up): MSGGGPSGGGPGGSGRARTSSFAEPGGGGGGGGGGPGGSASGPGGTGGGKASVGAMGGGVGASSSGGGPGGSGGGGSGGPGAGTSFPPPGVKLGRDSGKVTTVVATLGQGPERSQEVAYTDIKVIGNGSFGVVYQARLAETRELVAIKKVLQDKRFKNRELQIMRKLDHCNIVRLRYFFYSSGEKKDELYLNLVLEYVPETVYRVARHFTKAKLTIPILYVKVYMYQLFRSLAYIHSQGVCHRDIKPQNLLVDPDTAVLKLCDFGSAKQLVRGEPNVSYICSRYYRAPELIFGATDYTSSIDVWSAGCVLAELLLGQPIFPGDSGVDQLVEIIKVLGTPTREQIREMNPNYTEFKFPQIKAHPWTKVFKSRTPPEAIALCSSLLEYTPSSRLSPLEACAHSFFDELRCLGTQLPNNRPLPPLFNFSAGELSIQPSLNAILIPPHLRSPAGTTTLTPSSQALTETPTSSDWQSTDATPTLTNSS
HSP90 refold inh = HSP90 inhibitors, primary screen, cell lysate, luminescence | Heat shock protein HSP 90 (rabbit reticulocyte lysate; luciferase refolding) | Rabbit reticulocyte lysate, luciferase refolding luminescence, 3 h | inhibition, % at 5.6 µM | 290,000 compounds, 0.91% hits | AID 1789, 2009;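 active = inhibition above the screen-wide mean plus 3 SD, computed separately per campaign, cut at about 16% in these data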;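 note: 0% = DMSO wells and 100% = 60 µM geldanamycin wells; inhibitors lower the luminescence because luciferase stays unfolded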
HSF-1 act = HSF-1 activators, primary screen, NIH3T3-HGL cells, MG132 stress, luminescence, single point. activation, % at 9 µM. 300,000 compounds, 1.7% hits. NIH3T3-HGL HSF-1 luciferase reporter, 8 h; 100% = twice DMSO control signal;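 active = mean replicate activation of at least 50% with a set share of replicates each reaching 50%; inconclusive = only one of those two conditions met; inactive = mean below 50% and too few replicates reaching it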;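 note: 0% = median of the neutral control wells and 100% = twice that signal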
aSyn 5UTR inh = MLPCN primary screen, SNCA 5' untranslated region | alpha-synuclein 5'UTR reporter, inhibitor activity | inhibition, % (tested at 7.5 µM) | 300,000 compounds, 0.82% hits; in the data active = inhibition above about 60%; inconclusive = no clear call, values can overlap the other calls;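 note: H4 neuroglioblastoma cells stably carrying SNCA 5'UTR luciferase fusion; 0% = DMSO wells and 100% = positive control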
AI-2 QS mod = Vibrio harveyi AI-2 quorum sensing modulators, primary screen, JMH597 strain, luminescence/OD600 ratio. AID 2094, 2009. activity change, % at 7.5 µM. 300,000 compounds, 0.4% hits. Vibrio harveyi JMH597 AI-2 luminescence/OD600 ratio, 9 h; hits give low values; strain lacks LuxN and CqsS sensors; 0 = neutral-control median; in the data active = activity change below about -75%, passing the limit was not always enough; inconclusive = no clear call, values can overlap the other calls;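 note: luminescence divided by OD600 gain over 9 h not by final OD600 alone; inactives centre near 13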
* marks the source's active call; other numbers are inactive results; ? = inconclusive; . = not tested or not shown.

SMILES	HIF act	GSK3beta inhib	KLF5 inh	IEC-6 tox	HSF1 inh	GSK3 alpha inh	HSP90 refold inh	HSF-1 act	aSyn 5UTR inh	AI-2 QS mod
CCn1c(SCC(=O)NC2CCCC2)nnc1-c1ccccn1	-0.6	5	-6	-9	5	0	-1	-16	0	12
COCCC(=O)N1CCc2ccc(NC(=O)c3ccc(C(F)(F)F)cc3)cc2C1	-0.5	-2	-16	0	1	-1	-4	7	-30	4
CSCCC(NC(=O)c1ccc(Cl)cc1)C(=O)O (stereo not drawn)	0.0	1	13	-5	-3	-1	-2	-5	14	6
O=C(N/N=C/c1c(O)ccc2ccccc12)c1ccc(Br)o1	59*	0	68*	12	2	0	-6	23	106*	12
O=C(NC(=S)N(Cc1ccccc1)c1ccccn1)C1CCCCC1	-0.3	-1	-24	-6	-11	0	2	6	-32	-5
CCOc1ccc2[nH]c3nc(SCC(=O)NCC4CCCO4)nnc3c2c1 (stereo not drawn)	-1.1	0	-19	-2	0	-2	8	4	2	47
COc1c(/C=N/NC(=O)c2ccccc2O)c(CCN(C)C(C)=O)cc2c1OCO2	-0.5	-9	-7	4	-7	-1	-1	3	-2	4
O=C(c1cccnc1)N1CCN(C(=O)c2cccs2)CC1	-2.2	4	-10	4	3	1	-2	-15	1	9
O=c1[nH]oc(O)c1-c1ncc(C(F)(F)F)cc1Cl	-0.1	1	-31	-3	3	.	-2	-2	-19	-3
CCOC(=O)c1c(-c2ccccc2)oc2ccc(O)c(CN(C)C)c12	-0.2	0	1	8	-8	1	9	7	-21	4
O=C(Nc1ccc2nc(-c3cccnc3)[nH]c2c1)c1ccco1	0.9	2	-21	-2	-1	4	-4	11	-10	0
O=C1CC(N2CCN(c3ccccc3Cl)CC2)C(=O)N1c1ccccc1 (stereo not drawn)	-3.5	2	-15	6	-4	-2	3	5	22	10
COc1cc(OC)cc(C(=O)Nc2cc(NC(=O)c3ccco3)ccc2OC)c1	0.9	0	-44	5	2	-1	0	-2	11	7
Cn1c(CCNC(=O)c2ccco2)nc2cc(NC(=O)C3CCCCC3)ccc21	176*	1	-28	2	19	-2	2	37	-50	14
Cc1ccc(C(=O)N/C(=C/c2ccc(Cl)cc2)C(=O)Nc2cccc(C(=O)O)c2)cc1	0.5	6	-30	-2	-11	-3	7	-6	8	25
Oc1c(C(Nc2ccccn2)c2ccccn2)ccc2cccnc12 (stereo not drawn)	14*	0	15	-6	-20	-2	5	-19	54	?
FC(F)(F)c1cccc(NC(=S)NNC(=S)Nc2cccc(C(F)(F)F)c2)c1	1.4	2	-15	9	-8	2	2	10	13	32
Cc1ccc(S(=O)(=O)NCCSC(C)(C)C)cc1	-0.2	1	-20	0	0	-3	-4	5	-5	27
C=CCn1c(SCC(=O)N2CCCC2)nc2scc(-c3cccs3)c2c1=O	0.2	-3	-9	-6	-1	1	0	0	6	4
S=c1[nH]ncn1/N=C/c1cccc(Oc2ccccc2)c1	0.0	1	-19	1	-4	1	3	2	20	28

Structures above that have fluorine (3):
SMILES	HIF act	GSK3beta inhib	KLF5 inh	IEC-6 tox	HSF1 inh	GSK3 alpha inh	HSP90 refold inh	HSF-1 act	aSyn 5UTR inh	AI-2 QS mod
COCCC(=O)N1CCc2ccc(NC(=O)c3ccc(C(F)(F)F)cc3)cc2C1	-0.5	-2	-16	0	1	-1	-4	7	-30	4
O=c1[nH]oc(O)c1-c1ncc(C(F)(F)F)cc1Cl	-0.1	1	-31	-3	3	.	-2	-2	-19	-3
FC(F)(F)c1cccc(NC(=S)NNC(=S)Nc2cccc(C(F)(F)F)c2)c1	1.4	2	-15	9	-8	2	2	10	13	32

Next entries:
SMILES	HIF act	GSK3beta inhib	KLF5 inh	IEC-6 tox	HSF1 inh	GSK3 alpha inh	HSP90 refold inh	HSF-1 act	aSyn 5UTR inh	AI-2 QS mod
CCN(C(=O)CSc1nnc(Nc2cccc(C)c2C)s1)C1CCS(=O)(=O)C1 (stereo not drawn)	-0.5	1	21	3	0	-1	-1	18	11	4
COc1ccc(-c2noc(CCC(=O)Nc3cccnc3)n2)cc1	0.9	0	-15	7	-10	-1	3	-21	-6	10
COC(=O)CCc1nc2ccccc2nc1OC	-0.2	2	-1	-4	-5	-2	2	1	-2	41
CCN1C(=O)N(C)C2(c3ccccc3)N(C)C(=O)N(C)C12c1ccccc1 (stereo not drawn)	-0.7	1	-34	-4	-8	3	-2	4	6	11
CC(C)CC(=O)Nc1c2c(nn1-c1cccc(Cl)c1)CS(=O)C2 (stereo not drawn)	-36	1	-6	-2	-2	4	4	9	-16	29
Cc1nn2c(N)csc2nc1=O	-0.6	2	12	0	8	-1	-2	12	4	23
COC(=O)CCC(=O)Nc1cccc(Cl)c1	-0.5	-3	1	-5	1	0	-3	-1	5	4
CCOC(=O)CCP(=O)(O)C(O)c1ccc(OC)cc1 (stereo not drawn)	-0.2	1	-25	2	-5	-5	4	-13	-11	9
CCSc1nnc(NC(=O)c2c(-c3ccccc3Cl)noc2C)s1	-24	-3	2	-6	-1	-1	1	10	3	20
Cc1nn(C)c(C(=O)NNC(=S)NCc2ccccc2)c1Cl	-11	1	-12	2	-1	.	0	-2	12	44
Cc1nc(C(=O)N(C)C)nn1-c1cc(Cl)ccc1Cl	0.1	3	-8	3	5	-1	2	-15	10	21
CC1(C)SCC(C(=O)O)N1C=O (stereo not drawn)	0.0	-1	-1	5	-6	0	3	-7	-9	3
O=C(Cn1cc(S(=O)(=O)Cc2cccc([N+](=O)[O-])c2)c2ccccc21)N1CCOCC1	-0.2	-2	-32	-1	-5	0	-3	-12	2	-1
COC(=O)c1ccc2[nH]c3cccc(/C(=C/c4ccccc4)c4ccccc4)c3c2c1	-0.3	-3	-4	-1	-6	-2	-1	8	15	-3
CSc1ccccc1NC(=O)COC(=O)CSc1ccc(C)cc1	-0.2	2	.	.	0	-2	.	-9	5	1
CC1CCCC(C)N1C(=O)Cn1c(SCC(=O)NCc2ccc3c(c2)OCO3)nc2ccccc21 (stereo not drawn)	-0.3	-5	-11	0	5	0	-2	0	35	35
O=C(CN(Cc1ccc2c(c1)OCO2)C(=O)CNS(=O)(=O)c1ccccc1)NCc1ccco1	-0.2	-2	-9	-8	-1	-1	-1	15	6	18
CCS(=O)(=O)c1ccc2oc(SCC(=O)N3c4ccccc4CC3C)nc2c1 (stereo not drawn)	0.0	-1	-23	-2	5	-2	0	-9	-16	30
CC(=O)Nc1ccc(S(=O)(=O)c2c(N)n(CCN3CCOCC3)c3nc4ccccc4nc23)cc1	-0.1	-2	-10	2	7	-3	2	31	14	5
CNC(=O)CNC(=O)Nc1ccc(C)cc1	1.0	-3	-19	4	-9	-2	5	-3	-29	10
COc1ccc(-n2c(=O)c(CCC(=O)N(C)Cc3ccccc3C)nc3ccccc32)cc1	-0.7	1	-7	-3	-1	-3	4	7	-4	-12
O=C(CSc1nc2ccccc2c(=O)[nH]1)NCc1ccc(Cl)cc1	-0.4	1	-21	10	0	.	0	-15	4	11
COc1ccc(Oc2coc3cc(OC(=O)/C=C/c4ccccc4)ccc3c2=O)cc1	0.4	-1	-11	0	2	.	-5	8	-2	0
O=C(O)c1ccc(NC2=C(n3nnc4ccccc43)C(=O)c3ccccc3C2=O)cc1	-0.2	-2	-16	-3	6	1	15	14	2	9
CSc1nc2ncc3c(n2n1)CC1c2ccccc2CCN1C3=O (stereo not drawn)	0.0	-27	0	-3	8	72*	-3	10	6	2
COc1ccc(C(=O)NC2CCN(C(=S)Nc3cc(C)ccc3C)CC2)cc1	-0.1	-5	-4	0	-2	1	-1	-1	6	7
COc1ccc(/C=N/NC(=O)c2snnc2C)c(OC)c1OC	-0.7	1	-27	-4	-6	1	1	4	11	29
O=C(CCCl)Nc1cc(SCCO)cc([N+](=O)[O-])c1	-0.5	0	9	1	-4	3	-1	6	18	9
COc1ccc(OCCOC(=O)c2nc3nccc(C)n3n2)cc1	-0.2	-1	-28	0	-10	-1	2	1	10	10
CC(=O)c1cccc(NC(=S)NC(=O)c2cncc(Br)c2)c1	4.3	4	-67	-6	-21	-3	-5	-13	-109	10

An excerpt from above, limited to aSyn 5UTR inh and HSP90 refold inh:
compound | aSyn 5UTR inh | HSP90 refold inh
COc1ccc(-n2c(=O)c(CCC(=O)N(C)Cc3ccccc3C)nc3ccccc32)cc1 | -4 | 4
O=C(CSc1nc2ccccc2c(=O)[nH]1)NCc1ccc(Cl)cc1 | 4 | 0
COc1ccc(Oc2coc3cc(OC(=O)/C=C/c4ccccc4)ccc3c2=O)cc1 | -2 | -5
O=C(O)c1ccc(NC2=C(n3nnc4ccccc43)C(=O)c3ccccc3C2=O)cc1 | 2 | 15
CSc1nc2ncc3c(n2n1)CC1c2ccccc2CCN1C3=O (stereo not drawn) | 6 | -3
COc1ccc(C(=O)NC2CCN(C(=S)Nc3cc(C)ccc3C)CC2)cc1 | 6 | -1
COc1ccc(/C=N/NC(=O)c2snnc2C)c(OC)c1OC | 11 | 1

New compounds follow:
SMILES	HIF act	GSK3beta inhib	KLF5 inh	IEC-6 tox	HSF1 inh	GSK3 alpha inh	HSP90 refold inh	HSF-1 act	aSyn 5UTR inh	AI-2 QS mod
CCN(CC(=O)Nc1ccc(NC(C)=O)cc1)C(=O)Cc1ccccc1F	-0.3	-1	2	4	2	-1	1	18	-38	16
O=C(NCC(c1cccs1)N1CCOCC1)C1CCN(S(=O)(=O)c2cccc(C(F)(F)F)c2)CC1 (stereo not drawn)	0.0	2	.	.	3	.	.	-9	16	7
CCN(CC)c1ccc(NC(=O)CN2C(=O)CSc3ncccc32)c(C)c1	.	-2	-25	-1	-4	-5	0	-7	-16	10
COc1ccc(CN2CCNC(=O)C2CC(=O)NCC2CCOCC2)cc1C (stereo not drawn)	-1.1	1	6	-1	18	.	-1	?	-1	3
